# Insulin prom inh: TRM-6 insulin promoter activity inhibition | TRM-6 cells (human fetal islet line), insulin promoter-eGFP reporter, imaging; reporter expression induced with tamoxifen | inhibition, % at 2 µM | 130,000 compounds, 0.9% hits;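 active = inhibition above the mean plus 3 SD, with well images judged a real hit on visual review, cut at about 60% in these data, passing the limit was not always enough; inconclusive = inhibition over the cutoff but images rejected on review; inactive = inhibition not above the cutoff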
# sdo1 growth: compounds rescuing growth of sdo1-depleted yeast, bone marrow failure model; S. cerevisiae sdo1-depleted JHY4D growth rescue, OD600 30 h; hits give high values; pdr5 snq2 efflux-pump mutant strain; z-score at 10 µM; 140,000 compounds, 0.21% hits;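 active = z-score above 3 at both the 24 hr and the 30 hr optical density reads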;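 note: z-score against mean and SD of all compound wells on the same plate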
# sdo1 growth Rescue 24 h: also measured in sdo1 growth; calls as there; z-score; S. cerevisiae sdo1-depleted JHY4D growth rescue, OD600; measured here: growth rescue at 24 h;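 0 is the plate mean of compound wells and units are plate SD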
# Active calls of the source: *; ? = inconclusive; . = no result given. These rows are one share of the data; rates above refer to the full screens.
SMILES,Insulin prom inh,sdo1 growth,sdo1 growth Rescue 24 h
CCN(CC)S(=O)(=O)c1cc(C(=O)Oc2ccccc2OC)ccc1OC,-6.2,-1.63,-1.17
COc1ccc(NC2CCN(C3CC(=O)N(c4ccc(F)c(Cl)c4)C3=O)CC2)cc1 (stereo not given),-22.2,0.13,0.47
COc1cc(C2C(=O)N(C3CCCC3)CC(=O)N2Cc2ccco2)ccc1OC(C)C (stereo not given),-9.1,0.31,-0.93
Cc1ccc2c(c1)C1C3CCC(C3)C1S(=O)N2 (stereo not given),35.7,.,.
O=C(CCCc1nc2ccccc2s1)N1CCN(S(=O)(=O)c2cccs2)CC1,.,0.02,1
CCOC(=O)NC(Nc1nnc(SCC)s1)(C(F)(F)F)C(F)(F)F,.,-0.47,-1.42
Cc1cc(C)n(CC(O)CN(c2ccccc2)S(=O)(=O)c2ccccc2)n1 (stereo not given),-22.6,0.02,0.05
CCCn1c(SCC(=O)NC(C)(C)C)nnc1C(C)C,46.0,0.21,0.02
CCc1ccc(NC(=O)CCn2cccc2)cc1,18.3,0.31,0.7
CC(=O)Nc1ccc(NC(=O)COc2cccc3c2OC(C)(C)C3)cc1,0.0,.,.
N#Cc1sc2nc3c(cc2c1N)CCCC3,?,-1.13,-0.36
COc1ccccc1C(=O)NNC(=O)c1cccc(F)c1,-46.4,1.46,1.88
CCN(CC)C(=O)CSc1nnc(-c2ccc(O)cc2)n1CC1CCCO1 (stereo not given),.,0.06,-0.13
Cc1ccc(S(=O)CCNC(=O)Cc2ccc(Cl)cc2)cc1 (stereo not given),-72.1,.,.
O=C(CCCc1nc2ccccc2s1)Nc1ccccc1,-7.7,.,.
COc1cc2c(cc1NC(=O)c1cc(-c3ccccn3)nc3ccccc13)oc1ccccc12,-61.3,-0.98,-0.47
OCc1cc(-c2ccc(Cl)c(Cl)c2)on1,7.0,.,.
S=C1NNC2(NN1)C1CC3CC(C1)CC2C3,56.2,0.58,-0.57
CCOC(=O)c1ccc(NC(=O)C(C)NS(=O)(=O)c2ccc(OC)cc2)cc1 (stereo not given),-38.7,-0.8,-0.76
CC(=O)NCCOc1cccc2cccnc12,.,0.1,-0.66
COc1ccc(OCC(=O)Sc2ccc(C)cc2)cc1,23.3,0.42,-0.02
S=C(NC1CCCCC1)N(CCc1ccccc1)CCc1ccccc1,.,-0.67,-0.42
CCN(CC)C(=O)CSc1nc2cc3c(cc2c(=O)n1CCCCCC(=O)NCc1ccc(OC)cc1)OCO3,35.7,.,.
O=C(Nc1cc(C(F)(F)F)ccc1Cl)C(Sc1cccc[n+]1[O-])c1ccccc1 (stereo not given),-20.0,0.44,0.43
Cc1ccc(NC(=O)COC(=O)Cn2c(C)csc2=O)cc1C,.,0.27,-0.02
CC(Oc1ccccc1)C(=O)Nc1ccc(S(=O)(=O)NCC2CCCO2)cc1 (stereo not given),-51.6,-0.25,-0.7
COc1cc(S(=O)(=O)N2CCN(C)CC2)ccc1Cl,-8.1,1.87,2.15
O=C(NCc1ccccc1)c1cccc(S(=O)(=O)NCc2ccccc2)c1,40.5,-0.15,-0.6
CCSc1nnc(NC(=O)c2ccc3c(c2)OCO3)s1,-14.8,0.02,0.3
CCc1ccccc1NC(=O)N1CCC(NC(=O)C(Cc2ccc(OC)c(OC)c2)NC(C)=O)CC1 (stereo not given),48.6,-0.02,-0.7
N/C(CN1CCCC1=O)=N\OC(=O)c1ccccc1Cl,-29.6,0.22,0.21
Cc1oc(-c2ccccc2)cc1C(=O)NC(Cc1c[nH]c2ccccc12)C(=O)O (stereo not given),-2.6,0.27,0.31
N#CC1=C(N)SC(N)=C(C#N)C1c1cccc(O)c1,0.0,1.61,0.43
CCCCOc1ccc(/C=C/C(=O)Nc2ccc([N+](=O)[O-])cc2C)cc1,.,0.88,0.57
O=C(OCCN1C(=O)c2cccc3c(N4CCOCC4)ccc(c23)C1=O)c1ccccc1Cl,14.3,-0.39,-0.04
COCn1c(-c2ccc(OC)c(OC)c2)nc2ccccc21,.,-0.52,-1.07
CC(C)(C)NC(=O)C(c1ccc(O)cc1)N(C(=O)CCC(=O)Nc1nccs1)c1cccc(F)c1 (stereo not given),13.3,.,.
Cc1ccc(-c2noc(CNc3ccccc3)n2)cc1,-29.0,-0.22,0.42
CSc1ccc(CNc2ccccc2)cc1,16.7,0.09,-0.12
CC(C)CC1CC(C)(c2csc(NNC(=O)c3ccccc3)n2)OC1=O (stereo not given),25.6,.,.
CCOc1ccc(C(=O)NC(=S)Nc2cccnc2)cc1[N+](=O)[O-],-16.7,.,.
Cc1cc(Nc2cnc3ccccc3n2)n(-c2ccccc2)n1,11.6,-0.53,-0.72
Cc1cc(C)c2c(n1)nn1c(NCCN3CCOCC3)cc(C)nc21,.,1.12,1.67
COc1ccc(C)cc1NC(=O)c1ccc2c(c1)OCO2,.,0.16,-0.14
COc1ccc(C(=O)NC2(C(F)(F)F)NC(=O)N(CCCc3ccccc3)C2=O)c(OC)c1OC (stereo not given),.,-0.49,0.17
CCOc1ccccc1-n1c(SCC(=O)N2CCCC2)nnc1-c1ccoc1C,8.3,-0.1,-0.12
COC(=O)c1[nH]c2ccc(C)cc2c1NC(=O)NC1CCCCC1,-36.7,0.15,0.3
Cc1cccc(NC(=O)CSc2nc(N)c(NC(=O)c3cccs3)c(=O)[nH]2)c1C,20.0,0.23,-1.18
O=C(CSc1nncs1)NCCCc1ccccc1,-41.7,.,.
CCc1ccc(NC(=O)Cn2c(SC)nc3ccccc32)cc1,.,-0.67,-0.93
COC(=O)c1cc(OC)c(OC)cc1NC(=O)c1ccoc1C,-311.4,-0.44,1.56
Nc1ccc(-n2cnc3cc([N+](=O)[O-])ccc32)cc1,50.0,0.01,-0.27
CC1CCN(CCc2nc3cc(NS(=O)(=O)c4ccc(F)cc4)ccc3n2C)CC1,43.2,1.14,1.08
Cn1c(SCC(N)=O)nnc1C1CCN(C(=O)NC2CCCCC2)CC1,.,0.01,-0.58
Cc1ccc(S(=O)(=O)NCC(=O)N(CC(=O)NC2CCCC2)c2ccc3c(c2)OCCO3)cc1,.,0.61,-0.24
Cc1csc(NC(=O)C2C3C=CC(O3)C2C(=O)O)n1 (stereo not given),31.2,0.55,-0.41
CCS(=O)(=O)N1Cc2ccccc2CC1C(=O)Nc1nc2ccc(C)cc2s1 (stereo not given),-69.2,-0.04,1.24
NS(=O)(=O)c1ccc(NC(=S)Nc2ccc(S(=O)(=O)N3CCCC3)cc2)cc1,-18.8,.,.
N#Cc1c(C(F)(F)F)cc(-c2ccco2)nc1SCc1ccccn1,-371.4,-1.22,-0.94
Cc1ccc(-n2[nH]c(C)c(C=NC34CN5CN(CN(C5)C3)C4)c2=O)cc1C,28.6,0.26,-0.37

# Rewritten with tabs: part of the list above
canonical_smiles	Insulin prom inh	sdo1 growth	sdo1 growth Rescue 24 h
Cn1c(SCC(N)=O)nnc1C1CCN(C(=O)NC2CCCCC2)CC1	.	0.01	-0.58
Cc1ccc(S(=O)(=O)NCC(=O)N(CC(=O)NC2CCCC2)c2ccc3c(c2)OCCO3)cc1	.	0.61	-0.24
Cc1csc(NC(=O)C2C3C=CC(O3)C2C(=O)O)n1 (stereo not given)	31.2	0.55	-0.41
CCS(=O)(=O)N1Cc2ccccc2CC1C(=O)Nc1nc2ccc(C)cc2s1 (stereo not given)	-69.2	-0.04	1.24
NS(=O)(=O)c1ccc(NC(=S)Nc2ccc(S(=O)(=O)N3CCCC3)cc2)cc1	-18.8	.	.
N#Cc1c(C(F)(F)F)cc(-c2ccco2)nc1SCc1ccccn1	-371.4	-1.22	-0.94
Cc1ccc(-n2[nH]c(C)c(C=NC34CN5CN(CN(C5)C3)C4)c2=O)cc1C	28.6	0.26	-0.37

# New compounds follow:
SMILES,Insulin prom inh,sdo1 growth,sdo1 growth Rescue 24 h
O=C(COc1ccc(Cl)cc1)NCCSCc1cccc(Cl)c1,48.3,-0.62,-0.48
Cc1nc(NC(=O)/C=C/c2ccccc2)sc1C(=O)Nc1cccc(Cl)c1,.,-0.08,0.12
COc1ccc(CC(=O)NCC2(N3CCCCC3)CCCCC2)cc1,-118.2,.,.
Cc1cccc(Nc2nnc(SCC(=O)NCc3cccs3)s2)c1,-11.8,.,.
Cc1cccc(N=C2NN=C(c3ccc4c(c3)OCCO4)CS2)c1,4.7,-0.9,-1.05
CC1(C)CC(=O)C=C(Nc2ccc3c(c2)OCCO3)C1,.,0.45,0.3
O=S(=O)(NCCc1csc(-c2cccnc2)n1)c1cccs1,.,1.85,1.07
CC1Cc2ccccc2N1C(=O)COC(=O)CNC(=O)c1ccc(Br)o1 (stereo not given),24.3,0.62,-0.03
C#CCCCCCCC#CCN(C)C,0.0,0.31,-0.33
Cc1cc(NC(=O)CSc2nccn2-c2ccc([N+](=O)[O-])cc2)no1,25.0,.,.
COc1ccc(NCc2nnc(SCC(=O)NCc3ccco3)n2-c2ccccc2OC)cc1,-100.0,0.76,0.81
CCCCn1c(SCC(=O)NCc2ccco2)nc2cc(S(N)(=O)=O)ccc21,-7.7,0.96,0.7
CCOc1ccc(C2=NNC(c3cccs3)=Nc3ccc(OCC)cc32)cc1,15.9,-2.13,-1.44
C/C(CC(=O)Nc1ccc(N(C)C)cc1)=N\NC(=O)c1cnccn1,46.4,0.52,0.19
Cc1ccc(/C=C(\C#N)C(=O)NCCN2CCOCC2)cc1,-4.3,.,.
COC(=O)CSc1nc(N)c2c3c(sc2n1)C(c1ccccc1)SC(c1ccccc1)C3 (stereo not given),60.0,0.13,1.96
CC1CCc2c(sc3nc(CN4CCOCC4)nc(N4CCc5ccccc5C4)c23)C1 (stereo not given),-12.5,-0.95,-0.15
Cc1nc2ncnn2c(C)c1CCC(=O)N1CCN(C(=O)c2ccco2)CC1,.,1.17,0.66
Oc1ccc(N2CCN(c3ncnc4sc(-c5ccccc5)cc34)CC2)cc1,-63.6,.,.
Cc1ccc(C2(C)NC(=O)N(CC(=O)NCc3cccs3)C2=O)cc1 (stereo not given),-9.1,0.52,-0.21
O=C(O)CCSc1nnc(COc2cccc3ccccc23)n1-c1cccc(Cl)c1,22.2,.,.
O=c1c2ccccc2[nH]c(=S)n1CCC1=CCCCC1,.,-0.12,0
CC(C)C[C@@H]1NC(=O)[C@H](C(C)C)NC(=O)c2cc([N+](=O)[O-])cc(I)c2OCC[C@@H](C(N)=O)NC1=O,-27.3,-0.9,-0.56
COc1cc(NC(=O)CN2C(=O)NC(C)(CCC(C)C)C2=O)cc(OC)c1 (stereo not given),.,0.38,0.1
Cc1ccc(-c2csc3ncn(-n4c(C)ccc4C)c(=O)c23)o1,55.6,-1.45,-1.47
O=C1CC(N2CCN(Cc3ccccc3)CC2)C(=O)N1c1ccccc1 (stereo not given),.,1.03,1.18
COC(=O)C(CCSC)NC(=O)Cn1ncc2c(=O)oc3ccc(C)cc3c21 (stereo not given),.,0.66,0.3
COC(=O)N1[C@H](Cc2ccccc2)C=C[C@]1(C)C(=O)NCc1ccccn1,-47.6,-0.27,-0.41
C/C(=N/NC(=O)c1ccoc1C)c1cccc(NC(=O)C(F)(F)F)c1,0.0,0.48,0.29
COc1ccc(OC)c(Nc2ccc(C(=O)O)cc2[N+](=O)[O-])c1,-37.5,0.31,-0.86
O=S(=O)(c1ccccc1)N1N=C(c2cccs2)CC1c1ccc(F)cc1 (stereo not given),-8.3,2.6,0.58
CCCCOc1ccc(C(=O)NCC2(c3ccccc3)CCOCC2)cc1,.,0.55,0.26
CCCOc1ccc(C2C(C(=O)c3ccco3)=C(O)C(=O)N2CCCn2ccnc2)cc1 (stereo not given),-93.3,0.58,0.39
COc1ccc(-c2nn(-c3ccccc3)cc2C(=O)O)cc1OC,-8.6,-0.38,-0.47
CCOC(=O)C1=C(C)N=C2SC(C)C(=O)N2C1c1cccc(F)c1 (stereo not given),-3.5,-0.61,-0.72
Nc1nc(-n2cnnc2)nn1-c1ccccc1,.,0.87,0.76
O=C(Nc1ccc(-c2nc3ccccc3o2)cc1)c1cccnc1,25.7,-1.45,-1.31
Cc1cc(C)cc(N(CC(=O)Nc2cccc(C)n2)S(=O)(=O)c2c(C)noc2C)c1,.,-0.74,-0.91
CCOC(=O)c1c(CN(C)C)n(-c2ccccc2)c2cc(Br)c(OC)cc12,-26.7,-1.16,-0.68
COCCN(C(C)=O)c1nnc(-c2cnccn2)s1,.,0.86,0.99
O=C1c2cc(S(=O)(=O)NCCCO)ccc2-c2ccc(S(=O)(=O)NCCCO)cc21,-28.1,1.09,0.48
CCOC(=O)C1=C(C)NC(=S)NC1c1ccc(-c2ccc(Cl)cc2)o1 (stereo not given),-44.8,-1.11,-0.27
CCCN(CCC)CCCNC(=O)c1cn(CCOC)c(=O)c2c1c1ccccc1n2C,.,1.22,0.03
CCCCCNC(=O)CCCCn1c(=O)[nH]c2cc(OCC)c(OCC)cc2c1=O,.,1.43,3.07
COc1ccc(Cl)cc1Nc1nc(C)cc(C)c1C(N)=O,53.5,-1.14,-0.62
C=C(C)CSc1nc(N)c2c(C)c(C)sc2n1,-19.4,-0.48,-0.15
Cn1c(Cc2ccccc2)n[nH]c1=S,.,0.91,1.21
CCOc1cc(/C=C2/NC(=S)NC2=O)ccc1OCc1ccc([N+](=O)[O-])cc1,31.8,-1.02,0.61
O=C1CC(N2CCSCC2)C(=O)N1CCc1ccccc1 (stereo not given),5.3,0.62,1.01
CCOC(=O)N1CCN(CCC(=O)Nc2ccc(Br)c(C)c2)CC1,-33.3,.,.
CCOc1ccccc1CNCCN1CCOCC1,31.4,0.56,0.2

# Bioassay records (PubChem)
